# Source: PubChem
# KCNH2 3.1 block – inhibitors of human KCNH2 3.1 potassium channel isoform. activity change, % (tested at about 1.8 µM). 340,000 compounds, 0.95% hits. U2OS KCNH2 3.1, thallium flux FluxOr; active compounds read low;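 active = maximum activity change below -70%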;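 note: thallium influx rate constant from kinetic fluorescence after stimulation buffer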
#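 U2OS cells transduced with KCNH2 3.1 mutant virus (1.77 x 10^8 /mL, 4 h), plated overnight at 37 C, loaded 45 min with FluxOr dye plus Red40 quencher. Thallium flux rate constant from kinetic reads after stimulation buffer, normalised to controls.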
# * hit, by the source's call. % is set by controls: 0 for no effect and ±100 for the full control effect. A portion of the library (hit frequency here may not be typical).
SMILES,KCNH2 3.1 block
Cn1c(N)c(S(=O)(=O)NCc2ccccc2)c(=O)n(C)c1=O,-6
CC(=NNC(=S)Nc1ccccc1Cl)c1ccccn1,-20
CCCCN(C(=O)c1cc(CN2C(=O)c3ccccc3C2=O)ccc1OC)c1c(N)n(CC(C)C)c(=O)[nH]c1=O,-4
C#CCN(C[C@@H]1[C@@H](OC(=O)NCc2ccc(OC)c(OC)c2)[C@@H](OC(=O)NCc2ccc(OC)c(OC)c2)Cn2c(=O)ccc(=O)n21)S(=O)(=O)c1ccc(C)cc1,6
CC(C)NC(=O)N(C)C[C@@H]1OCc2cnnn2CCCC(=O)N([C@@H](C)CO)C[C@H]1C,-4
Cc1ccc(C(=O)NCCCN2CCOCC2)cc1,14
Cc1cc(C)c(NC(=O)CCN2CCN(Cc3ccccc3)CC2)c(C)c1,-7
CN(C)S(=O)(=O)c1cccc(NC(=O)C2CCCN(C(=O)c3ccc(Cl)cc3)C2)c1 (configuration not stated),5
O=C(CCc1nnc(Cc2c[nH]c3ccccc23)o1)NCCC1CCCCO1 (configuration not stated),12
O=C(NCC(=O)N1CCN(Cc2ccccc2)CC1)c1ccccc1Cl,-9
O=c1[nH]c2nc(Cl)nc(Cl)c2[nH]1,-5
CCOc1ccc(OCCC(=O)OCC(=O)c2c(N)n(CC(C)C)c(=O)n(C)c2=O)cc1,-3
COC(=O)C1=C(C(=O)OC)[C@@H]2Nc3ccccc3[C@@]23C[C@@H](C(=O)OC)N(C(=O)NC2CCCCC2)C3=N1,-35
O=C(CC(NC(=O)OCc1ccccc1)c1nn[nH]n1)OCc1ccccc1 (configuration not stated),-1
COc1cc(NC(=O)C2=C(C)OCCS2)c(Cl)cc1C(=O)NCCCN1CCCC(C)C1 (configuration not stated),-7
Cc1sc(NC(=O)CCCCC(=O)Nc2sc(C)c(C)c2C(=O)O)c(C(=O)O)c1C,13
Brc1ccc(-c2noc3c2-c2nc(-c4ccccc4)sc2CC3)cc1,-3
C[C@H](O)CNC(=O)c1[nH]cnc1C(=O)Nc1cccc(Cl)c1,22
COc1cccc(C#Cc2ccc3c(c2)O[C@H](CN(C)S(=O)(=O)c2ccccc2F)[C@H](C)CN([C@H](C)CO)S3(=O)=O)c1,-2
CN(C(=O)CS(=O)(=O)c1cn(CC(=O)N2CCCC2)c2ccccc12)c1ccccc1,-17
COc1cc(C2(c3ccc(O)c(OC)c3)C(=O)N(C)c3ccc(C)cc32)ccc1O,-6
OCc1ccc(-c2ccccc2)c(-c2ccccc2)c1,-4
CCN(CC)C(=O)C1=C(C)N(CCC2=CCCCC2)C(=O)C(CC(=O)NCCN2CCOCC2)C1 (configuration not stated),0
NC(=O)C1CCN(C(=O)c2ccc(Cl)c(NC(=O)c3cccs3)c2)CC1,10
Cc1cc(C)c(SSc2nnnn2-c2ccccc2)c(C)c1,-6

# Sorted by formula weight (rising): part of the list above.
SMILES,KCNH2 3.1 block
O=c1[nH]c2nc(Cl)nc(Cl)c2[nH]1,-5
OCc1ccc(-c2ccccc2)c(-c2ccccc2)c1,-4
C[C@H](O)CNC(=O)c1[nH]cnc1C(=O)Nc1cccc(Cl)c1,22
Cn1c(N)c(S(=O)(=O)NCc2ccccc2)c(=O)n(C)c1=O,-6
Cc1cc(C)c(SSc2nnnn2-c2ccccc2)c(C)c1,-6
Cc1cc(C)c(NC(=O)CCN2CCN(Cc3ccccc3)CC2)c(C)c1,-7
O=C(CC(NC(=O)OCc1ccccc1)c1nn[nH]n1)OCc1ccccc1 (configuration not stated),-1
O=C(CCc1nnc(Cc2c[nH]c3ccccc23)o1)NCCC1CCCCO1 (configuration not stated),12
COc1cc(C2(c3ccc(O)c(OC)c3)C(=O)N(C)c3ccc(C)cc32)ccc1O,-6
Brc1ccc(-c2noc3c2-c2nc(-c4ccccc4)sc2CC3)cc1,-3
CN(C(=O)CS(=O)(=O)c1cn(CC(=O)N2CCCC2)c2ccccc12)c1ccccc1,-17
CCOc1ccc(OCCC(=O)OCC(=O)c2c(N)n(CC(C)C)c(=O)n(C)c2=O)cc1,-3
COC(=O)C1=C(C(=O)OC)[C@@H]2Nc3ccccc3[C@@]23C[C@@H](C(=O)OC)N(C(=O)NC2CCCCC2)C3=N1,-35
CCCCN(C(=O)c1cc(CN2C(=O)c3ccccc3C2=O)ccc1OC)c1c(N)n(CC(C)C)c(=O)[nH]c1=O,-4

# (list continues)
SMILES,KCNH2 3.1 block
CCOc1nc(-c2ccccc2)ccc1-c1noc(-c2cccnc2)n1,4
COCCCN(C(=O)CSc1nc2ccccc2c(=O)n1C)c1c(N)n(Cc2ccccc2)c(=O)[nH]c1=O,-10
C#CCOCCOCCOCCNc1nc(N2CCN(C(=O)Cn3cc(CCO)nn3)CC2)nc(N2CCN(C(=O)[C@H](Cc3ccc(O)cc3)n3cc(CCO)nn3)CC2)n1,8
CCN(C(=O)COC(=O)c1cc2c(s1)CCC(C)C2)c1c(N)n(Cc2ccccc2)c(=O)[nH]c1=O (configuration not stated),2
CCCN(CCC)CCNC(=O)Cn1cnc2sc(C)c(S(=O)(=O)N3CCOCC3)c2c1=O,0
CC(C)C[C@@H](CNCC(=O)[C@H](CC(C)C)NC(=O)c1[nH]cnc1C(=O)N[C@@H](C)CN)NC(=O)c1nc[nH]c1C(=O)N[C@@H](CC(=O)O)C(=O)O,0
COc1ccc(NC(=O)C[C@H]2C(=O)N(CCc3ccccc3)C[C@@H]2Cc2ccccc2)cc1,-16
CC1Sc2ccc(C(=O)N(CCc3ccccc3)Cc3ccccc3)cc2NC1=O (configuration not stated),6
OCC[C@H]1C[C@@H](O)[C@H](O)[C@@]2(CCCO2)O1,21
O[C@H]1CN(CC2CCCCC2)[C@@H](c2ccccc2)C[C@@H]1n1cc(C2CC2)nn1,-26
COC(=O)c1c(C(=O)OC)c2c(-c3ccccc3)cc3cccc1n32,-2
N#CC(C#N)=C1CCCc2sccc21,-4
COc1ccc(C(=O)OCc2ccccc2C#N)cc1S(=O)(=O)N1CCOCC1,-2
Cc1ccc(NC2C(=O)NC(=O)NC2=O)cc1,-42
CC(=O)N1C2=CCCC3CCCCC23c2ccccc21 (configuration not stated),5
COc1ccc(-c2cc3nc(-c4ccccc4)cc(N4CCN(C(=O)c5ccsc5)CC4)n3n2)cc1,2
COc1cc(Cc2cc(OC)c(O)c(OC)c2)cc(OC)c1O,-1
O=C(N/N=C/c1cc(Br)cc(Cl)c1O)c1ccc2c(c1)OCO2,-8
C[C@@H]1CN([C@H](C)CO)C(=O)CCCn2nncc2CO[C@@H]1CN(C)S(=O)(=O)c1ccc(F)cc1,-21
CCCCCN(C(=O)CCC(=O)OCC(=O)N1CCCCC1CC)c1c(N)n(CCCC)c(=O)[nH]c1=O (configuration not stated),-16
Cc1ccc(C(=O)NC(C)c2ccc(C)c(C)c2)s1 (configuration not stated),-13
O=S(=O)(c1ccc(S(=O)(=O)N(Cc2ccccc2)Cc2ccco2)cc1)N1CCCC1,-2
C[C@H](O)[C@@H]1C(=O)N2CCc3ccc(N4CCOCC4)cc3[C@@H]2C[C@@H]1N(C)C(=O)Nc1ccccc1,-9
Cc1ccc(S(=O)(=O)/N=C2\C=C(NS(=O)(=O)c3ccccc3)C(=O)c3ccccc32)cc1,-6
C[C@@H]1CN([C@@H](C)CO)C(=O)c2c(c3ccccc3n2C)-c2ccccc2CO[C@H]1CN(C)C(=O)[C@H](C)c1ccccc1,-4

# (continued)
SMILES,KCNH2 3.1 block
CC(C)=CCc1c(O)cc(O)c2c(=O)c(O[C@@H]3O[C@@H](C)[C@H](O)[C@@H](O)[C@H]3O)c(-c3ccc(O)cc3)oc12,1
COc1ccc(-c2ccc(CN3C(C(C)C)C(=O)N(Cc4cn(CC5CCCCC5)nn4)CCS3(=O)=O)cc2)cn1 (configuration not stated),4
Cc1[nH][nH]c(=O)c1N=Nc1ccc(Br)c(Cl)c1,-12
Cc1ccc([C@H]2C[C@@H](n3cc(-c4ccc(F)cc4)nn3)[C@H](O)CN2Cc2cccs2)cc1,1
COc1ccc(-c2coc3cc(OC)ccc3c2=O)cc1,-4
COc1ccc(NC(=O)CCCNC(=O)c2ccc(Cl)cc2)cc1S(=O)(=O)N1CCOCC1,-14
Cn1c2c(c3ccccc31)CCN(CCCCN1CCN(c3ccccc3)CC1)C2=O,-109*
O=C(NNC(=O)c1ccc(Br)o1)c1ccc(NS(=O)(=O)c2cccs2)cc1,11
CC(C)OC(=O)N(C)C[C@@H]1OCc2cn(nn2)CCCC(=O)N([C@@H](C)CO)C[C@H]1C,-15
COc1ccc(-c2ccc(CN3C(C)C(=O)N(Cc4cn(Cc5ccco5)nn4)CCS3(=O)=O)cc2)cc1 (configuration not stated),-4
CC1=C(CC[C@@H](C)CO)OC2CC3C4CCC5CC(O)CCC5(C)C4CC(=O)C3(C)C12 (some centres not stated),-12
COc1ccc(NC(=S)N2CCC(C(=O)c3ccc(F)cc3)CC2)cc1,-19
C[C@H](CO)N1C[C@H](C)[C@@H](CN(C)Cc2ccc(C(=O)O)cc2)Oc2ncc(-c3ccc(C(=O)N(C)C)cc3)cc2C1=O,0
O=C(CSc1ccccc1F)NC(=O)NC1CCCC1,17
C=CCOC(=O)N1CCC2CC1c1cc(-c3ccc(OC)cc3)ccc12 (configuration not stated),-7
CC(=O)OCC(=O)C1(O)CCC2C3CC(F)C4=CC(=O)CCC4(C)C3C(O)CC21C (configuration not stated),7
COc1ccc(NC(=O)C[C@H]2C(=O)N(c3ccc(Br)cc3)C[C@@H]2C)cc1,-24
C[C@@H]1CN([C@@H](C)CO)C(=O)CCCn2nncc2CO[C@@H]1CN(C)C(=O)Nc1ccccc1F,4
Cc1cc(=O)n2[nH]c(SCc3c(F)cccc3Cl)nc2n1,-4
CSc1ncnc2c1ncn2CCCNCC(c1ccccc1)c1ccccc1,-26
CCOC(=O)C1=C(C(=O)OCC)N(CC2CCCCC2)CCC1=O,-4
O=C(c1ccc2ccccc2c1O)N1CCCCC1,-10
O=C1C=C(CCc2ccccc2)CCC1,-3
CC(=NNC(=S)N1CC2CCC(CC2)C1)c1ccncn1,0
Cc1ccc(OCCNC(=O)c2cccc(S(=O)(=O)N3CCN(Cc4ccccc4)CC3)c2)cc1,-37

# Remaining list, next part.
SMILES,KCNH2 3.1 block
CN(C(=O)c1cccc(NC(=O)Cc2ccc(NC(=O)C3CCCN(C(=O)C4CCCCC4)C3)cc2)c1)C1CCC1 (configuration not stated),-45
COC(=O)c1ccc2c(c1)C(NC(C)=O)CCc1cc(OC)c(OC)c(OC)c1-2 (configuration not stated),-5
O=C(NCCNCc1cccc(Cl)c1)c1ccco1,5
Cc1cc(=O)[nH]c(NNC(=O)c2ccc(Cl)cc2)n1,-11
Cc1cccc(-c2n[nH]nc2C2=CC(=O)CC(C)(C)C2)c1,1
Nc1ccccc1SC(CC(=O)c1ccccc1)c1ccc([N+](=O)[O-])cc1 (configuration not stated),-41
CCN(CC)C(=O)Cn1cc(S(=O)(=O)CC(=O)N2CC(C)OC(C)C2)c2ccccc21 (configuration not stated),-7
CC1CCC(NC(=O)c2cccc(S(=O)(=O)N3CCOCC3)c2)CC1 (configuration not stated),6
CC(=NNC(=S)N1CCCC1)c1ccccn1,-9
C[C@@H]1CN([C@H](C)CO)C(=O)CCCn2nncc2CO[C@H]1CN(C)S(=O)(=O)c1ccc(Oc2ccccc2)nc1,5
O=C(CCCc1ccccn1)c1ccccc1,28
CS(=O)(=O)c1ccc(Cl)c(NC(=O)CN2CCN(S(=O)(=O)/C=C/c3ccccc3)CC2)c1,-84*
O=C(Cn1nnc(-c2cccs2)n1)N1c2ccccc2Sc2ccc(C(F)(F)F)cc21,-6
CN(C)c1ccc(CCc2ccc(N)cc2)cc1,-2
Cc1cc(=O)[nH]c(N2CCN(c3ccc(Cl)cc3)CC2)n1,-1
CCOc1ccccc1NC(=O)CSc1n[nH]c(=O)n1-c1ccccc1,-12
Cc1c(Cl)cccc1NC(=O)CSc1nc(=O)n(CCCN2CCOCC2)c2c1CCCC2,11
Cc1cc(C)n(CCC(=O)N2CCCC(Nc3ccc(F)cc3)C2)n1 (configuration not stated),-3
NC(=O)c1ccccc1N=Cc1cccnc1,-3
Cn1c(=O)c2[nH]c(CCCc3ccc([N+](=O)[O-])cc3)nc2n(C)c1=O,6
O=C(Nc1cc(Cl)ccc1N1CCOCC1)c1ccc(N2CCCCC2)c([N+](=O)[O-])c1,11
CC(=O)c1c(O)c(C)c(O)c2c1OC1=Cc3c(c(C)nn3-c3ccccc3)C(=O)C12C (configuration not stated),-5
N#CC(=Cc1ccnc2ccccc12)c1ccccc1,20
c1ccc(CNCCCNCCCCNCCCNCc2ccccc2)cc1,10
CC(C)(C)S(=O)N1Cc2cc(CO)cc(-c3ccccc3)c2[C@@H]1CCO (some centres not stated),-9

# (cont.)
SMILES,KCNH2 3.1 block
O=C1NN(c2ccccc2)C(=O)C1=Cc1ccccc1O,4
CC(C)Cn1cnc2c(Sc3c([N+](=O)[O-])ncn3C)nc(N)nc21,0
CC(=O)Nc1ccc(C=CC(=O)c2ccc([N+](=O)[O-])cc2)cc1,-5
O=C(CSc1nnc(C2CC2)n1C1CC1)N1CCN(c2ccc(O)cc2)CC1,6
CNC(=O)C[C@H]1C(=O)N(Cc2ccccc2)C[C@@H]1Cc1ccccc1,13
Cn1cccc1C(=O)OCC(=O)N1CCc2ccccc2C1,-10
O=C(Cn1ccccc1=S)c1ccc(Cl)c(Cl)c1,-7
COC(=O)[C@H]1C[C@H](OC(=O)NCc2ccco2)[C@@]2(O)CN(S(=O)(=O)c3ccc(C)cc3)CC2[C@H]1C(=O)OC (some centres not stated),-1
CC(C)n1nnnc1SCC(=O)NCc1ccco1,-1
O=C(Cc1ccc(NC(=O)C2CCCN(C(=O)C3CCCC3)C2)cc1)Nc1cccc(C(=O)N2CCCC2)c1 (configuration not stated),-7
